Screening results as filed in PubChem.
MBD2 DNA inh = inhibitors of human MBD2 binding to methylated oligonucleotide; Q9UBB5; hit rate 0.31% among 370,000; inhibition, % at 4.4 µM; TR-FRET; in the data active = inhibition above about 13%
Target sequence (Q9UBB5 whole entry, looked up): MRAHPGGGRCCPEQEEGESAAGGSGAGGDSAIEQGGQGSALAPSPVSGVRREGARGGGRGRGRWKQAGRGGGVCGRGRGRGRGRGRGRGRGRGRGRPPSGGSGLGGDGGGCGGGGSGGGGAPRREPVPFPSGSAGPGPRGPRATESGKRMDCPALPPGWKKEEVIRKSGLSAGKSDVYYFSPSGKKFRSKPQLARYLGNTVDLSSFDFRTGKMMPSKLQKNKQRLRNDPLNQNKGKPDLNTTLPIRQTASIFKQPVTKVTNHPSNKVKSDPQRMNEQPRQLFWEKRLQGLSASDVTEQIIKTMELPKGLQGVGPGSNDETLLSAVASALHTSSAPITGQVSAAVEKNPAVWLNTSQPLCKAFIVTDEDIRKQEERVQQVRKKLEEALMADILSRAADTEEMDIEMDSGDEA
PLCb3 inh = inhibitors of human phospholipase C beta3; inhibition, % at 12.2 µM; Purified PLC-beta3, fluorogenic substrate, fluorescence; AID 720704; hit rate 0.18% among 370,000; in the data active = inhibition above about 11%;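 also: 0% = median of compound wells on plate and 100% = full blocker control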
DDE Tn6 FP inh = DD(E)-Tn6 binding inhibition, primary FP screen; Fibrin DD(E) TRITC-Tn6 fluorescence polarization displacement; inhibition, % at 8.3 µM; hit rate 0.21% among 370,000; AID 720509;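 active = inhibition above a per-campaign cutoff: mean of compounds within control limits plus 3 SD, cut at about 15% in these data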;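 also: 0% = median of all compound wells on the plate and 100% = blocking peptide control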
ARFGAP1 inh = inhibitors of rat ARFGAP1. Q62848. Arfgap1-stimulated ARF1 GTP hydrolysis, GDP FP detection. inhibition, % at 16.5 µM. hit rate 0.26% among 360,000;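 active = inhibition above a per-plate limit, mean inhibition of low control wells plus 3 SD, cut at about 25% in these data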;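 also: 0% = DMSO wells with enzyme and 100% = wells lacking Arfgap1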
Target sequence (Q62848 1-136 limits assumed): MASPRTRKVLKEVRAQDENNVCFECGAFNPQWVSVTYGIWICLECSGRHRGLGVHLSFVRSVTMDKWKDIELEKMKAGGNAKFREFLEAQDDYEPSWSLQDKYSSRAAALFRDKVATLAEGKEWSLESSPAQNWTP
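System: truncated rat Arfgap1 GAP domain / Benchmarks: high control wells lacking Arfgap1, low control full reaction with DMSO / Times: compound-enzyme preincubation 20 min, reaction 120 min, detection 60 min, 25 °C / Repeats: one replicate per compound / Also added: human ARF1(Δ1-17)-GTP substrate / Measured by: Tracer-displacement fluorescence polarization with EDTA stop, 620/688 nm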
proKLK7 act = activates the human kallikrein-7 zymogen; hit rate 0.9% among 370,000; P49862; activation, % at 7 µM; AID 652039; purified proKLK7, EDANS-DABCYL substrate fluorescence; 100% is mature enzyme control, 0% vehicle;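 active = activation above the mean of all tested compounds plus 3 SD, computed per campaign excluding outliers beyond control limits, cut at about 13% in these data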
Target sequence (P49862 whole entry, looked up): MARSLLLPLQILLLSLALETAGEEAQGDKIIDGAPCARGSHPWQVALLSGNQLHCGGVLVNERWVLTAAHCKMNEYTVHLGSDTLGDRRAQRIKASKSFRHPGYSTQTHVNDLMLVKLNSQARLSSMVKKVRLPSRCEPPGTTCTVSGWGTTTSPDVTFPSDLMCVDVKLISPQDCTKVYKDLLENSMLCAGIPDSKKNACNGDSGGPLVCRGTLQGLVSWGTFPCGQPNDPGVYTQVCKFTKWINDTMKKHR
PLCg1 inh = blocks human PLC-gamma1 enzyme activity. inhibition, % at 12.2 µM. hit rate 0.84% among 370,000. P19174. purified PLC-gamma1, fluorogenic substrate, fluorescence; in the data active = inhibition above about 9.5%
Tn7 DDE FP = DD(E)-Tn7 binding inhibition, primary FP screen. P02675. hit rate 0.13% among 370,000. FP displacement of FITC-Tn7 peptide from fibrin DD(E); 0% = median of compound wells per plate. inhibition, % at 8.3 µM;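 active = inhibition above the mean of compounds falling within the control limits plus 3 SD of them, cut at about 14% in these data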;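 also: 0% = plate median of compound wells and 100% = 10 µM Aha-Tn7 peptide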
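Measure: % inhibition scaled between sample-field median and high-control FP; Test system: human fibrin DD(E); Quantity: 2 µM final DD(E) protein; Doses: one dose, 8.3 µM nominal; Schedule: compound with protein 10 min, then 3 h after probe, room temperature; Detection: fluorescence polarization; Medium: Tris buffer with calcium and detergent, pH 7.8.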
ASAP1 GAP inh = blocks human ASAP1-stimulated Arf1 GTP hydrolysis; Q9ULH1; GDP FP detection; inhibition, % at 16.5 µM; hit rate 0.19% among 360,000; AID 624377; in the data active = inhibition above about 25%;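 also: 0% = vehicle with enzyme and substrate and 100% = no enzyme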
UHRF1 binding = UHRF1 methyl-DNA binding inhibition; hit rate 0.75% among 370,000; Q96T88; AID 687016; inhibition, % at 4.4 µM; UHRF1 binding to methylated oligo, TR-FRET; in the data active = inhibition above about 21%;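 also: UHRF1 SRA domain binding a hemimethylated CpG hairpin DNA probe; 0% = median of test compound wells and 100% = reference inhibitor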
ADAM17 inh = inhibits human ADAM17. AID 720648. hit rate 0.83% among 370,000. recombinant ADAM17, EDANS/DABCYL FRET peptide cleavage. inhibition, % at 6.95 µM. P78536;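 active = inhibition above the mean of compounds lying between control limits plus 3 SD, set per campaign, cut at about 8.5% in these data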;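 also: 0% = DMSO-only wells as the low control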
* = called active by the depositor; x = not tested or not shown.

#1 CCOc1ccc(NC(=O)Cn2c(=O)n(CC3CCCO3)c(=O)c3ccccc32)cc1 (stereo not given)
#2 C=CCN(CC=C)S(=O)(=O)c1ccc(NC(=S)NC(=O)/C=C/c2ccccc2)cc1
#3 CC(=O)Nc1ccc(N2CCCC2)cc1
#4 COC(=O)C1=C(NC(=O)C2CCCCC2)CCS1
#5 O=C(O)c1ccc(-c2ccccn2)s1
#6 CCN(Cc1cnn(C)c1)C(=O)CC1C(=O)NCCN1Cc1cccc(OC)c1OC (stereo not given)
#7 COc1ccc(C(=O)COC(=O)c2ccc([N+](=O)[O-])s2)cc1OC
#8 COc1cc(-c2nnc(SCc3cc(=O)oc4cc(C)ccc34)o2)cc(OC)c1OC
entry no.,1,2,3,4,5,6,7,8
MBD2 DNA inh,4,-5,5,-2,3,-1,1,2
PLCb3 inh,-5,3,-17,-9,-3,0,-8,-11
DDE Tn6 FP inh,0,-4,-5,-7,4,-7,-8,-3
ARFGAP1 inh,5,7,10,-10,0,0,0,-6
proKLK7 act,0.4,0.8,-0.4,0.2,0.2,0.0,0.2,0.0
PLCg1 inh,-2,2,-13,1,1,4,-14,-9
Tn7 DDE FP,8,-6,5,1,4,-1,7,-2
ASAP1 GAP inh,3,4,-1,3,6,12,14,3
UHRF1 binding,-2,0,4,0,1,-2,22*,1
ADAM17 inh,-2,1,-7,-4,-6,3,-3,-8

Record cards, from the list above. Values in the order: MBD2 DNA inh	PLCb3 inh	DDE Tn6 FP inh	ARFGAP1 inh	proKLK7 act	PLCg1 inh	Tn7 DDE FP	ASAP1 GAP inh	UHRF1 binding	ADAM17 inh
CC(=O)Nc1ccc(N2CCCC2)cc1 in the list: 5	-17	-5	10	-0.4	-13	5	-1	4	-7
O=C(O)c1ccc(-c2ccccn2)s1 in the list: 3	-3	4	0	0.2	1	4	6	1	-6
C=CCN(CC=C)S(=O)(=O)c1ccc(NC(=S)NC(=O)/C=C/c2ccccc2)cc1 in the list: -5	3	-4	7	0.8	2	-6	4	0	1
COc1ccc(C(=O)COC(=O)c2ccc([N+](=O)[O-])s2)cc1OC in the list: 1	-8	-8	0	0.2	-14	7	14	22*	-3

(continued)
#9 Cc1[nH]n(-c2ccccc2)c(=O)c1/C=N/O
#10 CCCCn1c(N)c(N(CC)C(=O)CSCC(=O)Nc2ccc(OC)cc2)c(=O)[nH]c1=O
#11 O=C(c1ccc(=O)[nH]c1)N(c1ccccc1)C(CCc1ccccc1)c1nc2ccccc2[nH]1 (stereo not given)
#12 Fc1ccccc1CSc1nnc(-c2cccs2)o1
#13 Cc1ccc(CSCc2nnc(SCC(=O)N3CCN(c4ccccc4)CC3)n2C)cc1
#14 CSCCC(NC(=O)c1ccccc1)C(=O)NNC(=O)c1csc(N2CCOCC2)n1 (stereo not given)
#15 Nc1c(C(=O)Nc2ccc(S(=O)(=O)N3CCCC3)cc2)sc2nc3cc4c(cc3cc12)CCC4
#16 COc1ccc(CN2CCN(CC=C(C)C)C(CCO)C2)cc1Cn1cncn1 (stereo not given)
entry no.,9,10,11,12,13,14,15,16
MBD2 DNA inh,-10,6,2,0,-4,2,-4,-2
PLCb3 inh,2,-14,-8,2,-1,-35,-100,0
DDE Tn6 FP inh,4,-8,-6,5,-3,-6,-20,1
ARFGAP1 inh,-1,0,-8,-1,-5,0,2,7
proKLK7 act,0.3,-0.6,-0.9,-0.2,0.1,0.5,-4.7,0.3
PLCg1 inh,3,1,-3,0,0,-28,-81,-1
Tn7 DDE FP,3,5,-1,4,2,2,-4,-11
ASAP1 GAP inh,-11,0,2,-19,2,6,5,8
UHRF1 binding,-9,9,-1,1,-4,6,-5,5
ADAM17 inh,-4,-2,-1,-5,1,-9,-73,0

Part of the list above with just Tn7 DDE FP:
entry | structure | Tn7 DDE FP
12 | Fc1ccccc1CSc1nnc(-c2cccs2)o1 | 4
13 | Cc1ccc(CSCc2nnc(SCC(=O)N3CCN(c4ccccc4)CC3)n2C)cc1 | 2

(continued)
#17 O=c1c2sc3nc(N4CCOCC4)c4c(c3c2ncn1CCc1ccccc1)CCCC4
#18 COC(=O)c1cc2nc(-c3ccc(OC)c(OC)c3)cc(C(F)(F)F)n2n1
#19 CC1(C)Cc2cccc(OCC(=O)OCc3nnc(-c4ccccc4)o3)c2O1
#20 Cn1c(Cc2ccccc2)nnc1SCC(=O)Nc1ccccc1N1CCOCC1
#21 Cc1[nH]n(-c2ccccc2)c(=O)c1N=Nc1ccc2c(c1)OCO2
#22 CC1(C)Cc2c(C#N)c(N)n(-c3ccccc3)c(=S)c2CO1
#23 Cc1ccc(Cn2cc(CN3[C@H](Cc4ccccc4)COc4cc(Br)ccc4S3(=O)=O)nn2)cc1
#24 COc1cc(NC(=O)c2cc3ccccc3cc2OC)ccc1NC(=O)c1cccs1
entry no.,17,18,19,20,21,22,23,24
MBD2 DNA inh,0,0,3,-3,5,3,-1,-2
PLCb3 inh,-2,-15,-5,2,-8,-93,0,-27
DDE Tn6 FP inh,4,0,1,-7,-1,0,6,-3
ARFGAP1 inh,-2,-8,0,13,9,-5,x,6
proKLK7 act,0.2,0.2,0.9,0.2,-0.4,1.4,0.3,-95
PLCg1 inh,-3,-7,0,1,1,-66,-1,-20
Tn7 DDE FP,3,-3,7,6,5,2,-3,5
ASAP1 GAP inh,1,-1,-16,-3,4,-3,x,-2
UHRF1 binding,-4,-2,1,0,3,-2,-1,-1
ADAM17 inh,-2,-1,-4,0,-8,-26,-3,2

#25 O=C(COC(=O)CCSc1ccc(Cl)cc1)NCc1ccco1
#26 CC1(C)CC(=O)C=C(Nc2ccccc2NC(=O)c2cc(F)cc(F)c2)C1
#27 COc1ccc(-c2cc(C(=O)Nc3cc(OC)c(OC)c(OC)c3)[nH]n2)c(C)c1
#28 CCC(C)NC(=O)COC(=O)c1ccc(Cl)cc1O (stereo not given)
#29 COc1ccc(OC)c(NC(=O)CCCCCn2nnc3ccccc3c2=O)c1
#30 COCCOC(=O)c1c(C)oc2ccc(OCC=C(C)C)cc12
#31 Cn1c(CCC(=O)Nc2cc(S(C)(=O)=O)ccc2Cl)nc2cc(S(=O)(=O)N3CCOCC3)ccc21
#32 COc1ccc(NS(=O)(=O)c2ccc3oc(SC(C)C(N)=O)nc3c2)cc1 (stereo not given)
entry no.,25,26,27,28,29,30,31,32
MBD2 DNA inh,-5,0,4,-1,2,2,-3,3
PLCb3 inh,0,-2,5,0,-3,-3,-11,-1
DDE Tn6 FP inh,4,-6,-4,-1,-4,-10,-3,-9
ARFGAP1 inh,12,x,13,-3,-3,-2,-7,5
proKLK7 act,0.0,-0.4,0.6,-0.5,-0.1,0.7,0.2,0.2
PLCg1 inh,6,2,3,-3,1,4,-5,-1
Tn7 DDE FP,-6,-8,-2,1,-3,-2,-2,0
ASAP1 GAP inh,16,x,1,13,-1,-3,0,6
UHRF1 binding,0,3,-2,-1,0,2,-1,-1
ADAM17 inh,2,5,3,-2,-2,-2,-2,2

Carrying on.
Fields: MBD2 DNA inh	PLCb3 inh	DDE Tn6 FP inh	ARFGAP1 inh	proKLK7 act	PLCg1 inh	Tn7 DDE FP	ASAP1 GAP inh	UHRF1 binding	ADAM17 inh
#33 COc1ccc(NS(=O)(=O)c2cccc(C(=O)NNC(=O)c3cc(S(N)(=O)=O)ccc3OC)c2)cc1
    -6	-5	-12	0	0.0	3	-7	5	1	0
#34 CCOC(=O)C1CCN(CC(C)(C)NS(=O)(=O)c2ccc(C)cc2)CC1
    -2	-6	1	18	0.5	1	-6	-5	2	1
#35 CCOc1ccc(S(=O)(=O)N2CCC(C(=O)NCC3CCCO3)CC2)cc1Cl (stereo not given)
    1	-3	1	-3	0.0	-2	1	-7	1	-2
#36 COc1ccccc1NCCC(=O)OCC(=O)NC1CCCCCC1
    -2	2	3	-4	-0.3	8	-6	-3	0	5
#37 Oc1ccc(/C=N/Nc2ccc(C(F)(F)F)cn2)c(O)c1
    4	-46	-15	20	-1.8	-27	3	-1	0	-4
#38 CN1C2CCC1CC(OC(c1ccccc1)c1ccccc1)C2 (stereo not given)
    3	-9	-2	8	-0.6	0	-8	-5	2	-5
#39 Cc1ccc(-c2nn3c(C)nnc3s2)cc1NC(=O)C(C)C
    1	-1	-2	0	-0.2	0	-2	-7	4	-1
#40 Cc1cccc(C)c1NC(=O)CN1CCN(C(=O)CNC(=O)c2ccc(-c3ccccc3)cc2)CC1
    5	-7	3	-6	-0.4	4	1	-5	0	-5
#41 O=C1C2C3C=CC(C3)C2C(=O)N1c1cccnc1 (stereo not given)
    -9	8	4	-1	-0.1	4	-6	15	-1	4
#42 CC(C)C[C@H](N)c1cn([C@@H](Cc2ccc(O)cc2)C(=O)N2CCNCC2)nn1
    -6	1	3	11	-0.1	1	-2	11	0	-3
#43 CC(NCc1ccc(OCc2ccc(Cl)cc2)cc1)C(O)c1ccccc1 (stereo not given)
    -2	-4	5	7	-0.2	19*	3	-2	2	6
#44 Cc1cc(NCCO)c2ccccc2n1
    -1	0	-3	-10	0.8	-1	7	9	0	-1
#45 O=C(O)c1ccc(Cl)c(S(=O)(=O)N2CCCC2)c1
    -8	-8	-1	-9	0.2	-2	2	-4	9	0
#46 COC(=O)c1c(N)sc(C(C)=O)c1C
    -7	5	-6	-2	0.0	3	-5	-9	-4	1
#47 O=c1oc2ccccc2cc1-c1ccccc1
    2	-78	0	1	0.4	-62	3	-10	-7	-94
#48 Cc1csc(NS(=O)(=O)c2cccc([N+](=O)[O-])c2)n1
    5	2	-5	-5	-0.4	0	1	-5	2	-2
#49 CC1CC(C)CN(C(=O)Cn2c(=O)c3cccn3c3cccnc32)C1 (stereo not given)
    8	-22	-5	8	-0.4	-8	-4	-6	2	-12
